# Screening data: PubChem, National Center for Advancing Translational Sciences (NCATS)
# Lipid storage S3 = qHTS Assay for Lipid Storage Modulators in Drosophila S3 Cells; 0.64% of 320,000 active; Drosophila S3 cells, BODIPY lipid droplet fluorescence, 18-24 h; cells fed with added oleic acid; AID 2685; Potency in µM for hits, for the others lipid storage change, negative = inhibition, % at the top dose, mostly 46.1 µM; active = well fitted inhibition curve with a large enough effect in the signal ratio, with a control signal flat, not every such curve was filed as active; inconclusive = small, poorly fitted or top-dose-only effect, or effect the other way, or a change in a side signal; the % refers to the signal ratio
#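 Drosophila S3 cells loaded with oleic acid (400 uM, as added) and compounds at several concentrations; lipid droplets imaged by 488-nm laser-scanning cytometry, 500–530 nm intensity and object ratio to cell channel. Percent activity normalized to 20 uM Triacsin C.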
# Lipid storage S3 cell count max = second read-out of Lipid storage S3, no call of its own (marks repeat the call); cell number change, %; measured here: cell count max response;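 cells counted by Cell Tracker Red CMTPX staining in the red channel; peak over a dose series mostly up to 46.1 µM; percent activity relative to internal control wells on each plate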
# Active calls of the source: *; i = inactive; ? = inconclusive; / = no result given. % is scaled to controls: 0 for no effect and ±100 for the full control effect; potency is read from the fitted curve at half-maximal effect.
SMILES,Lipid storage S3,Lipid storage S3 cell count max
O=C1NCCCCC1NS(=O)(=O)c1cccc2ccccc12 (stereo not given),-8%,0
CCOC(=O)c1c(C)[nH]c(C(=O)COC(=O)C2(C)CC2(Cl)Cl)c1C (stereo not given),-17%,-1
CCOC(=O)CCSc1nc2c(c(C(F)(F)F)c1C#N)CCC2,i,3
O=C(CSc1nc2ccccc2s1)Nc1cc(S(=O)(=O)N2CCOCC2)ccc1Cl,-22%,-20
CC(C)C(NC(N)=O)C(=O)NC1CCCCC1 (stereo not given),?,/
CC1CCCN(c2ccc(F)cc2N)C1 (stereo not given),-1%,-15
CCOC(=O)c1c(C)oc2c1c(C(c1ccncc1)N1CCOCC1)c(O)c1ccccc12 (stereo not given),i,/
CSc1cccc(NC(=S)NC(=O)CCc2ccccc2)c1,?,/
COc1ccc(-c2csc(-c3[nH]cnc3N)n2)cc1,-13%,-6
Cc1ccc(-n2[nH]c(C)c(C=Nc3ccc(S(=O)(=O)Nc4nccs4)cc3)c2=O)cc1C,?,/
O=C(c1ccc(F)cc1)C1CCN(C(=O)c2ccccc2)CC1,29%,-7
COc1cccc(N2CCN(C(=O)c3ccc(CS(=O)Cc4ccccc4Cl)o3)CC2)c1 (stereo not given),i,-5
Cc1c(C(=O)Nc2ccccc2F)sc2ncn(CC(=O)N3CCCCC3)c(=O)c12,i,1
COc1ccc(NC(=O)c2ccc(COCC(F)(F)C(F)F)cc2)cc1,-13%,2
COc1ccc(OCc2n[nH]c(=S)n2N)cc1,?,/
COC(=O)C1=C(N)c2ccccc2C1(C#N)c1ccccc1 (stereo not given),-10%,-20
CC(C)(C)c1nc2ccccc2c2nnc(SCC(=O)Nc3nc4ccccc4s3)n12,13%,/
CCCCNC(=S)NCc1ccc2[nH]c(C)cc2c1,?,/
O=C(O)CCc1ccc(-c2ccc(Cl)cc2)o1,?,/
Cc1ccc(-c2nn(CCC(N)=O)c(=O)c3ccccc23)cc1,?,/
NC(=O)C1CCCN(C(=O)CN2C(=O)NC(c3ccccc3)(c3ccccc3)C2=O)C1 (stereo not given),?,/
N[C@H]1C(O)O[C@H](CO)[C@@H](O)[C@@H]1O (stereo not given in full),?,/
COCc1cc(C)nc(SCc2ccccc2Cl)c1C#N,?,/
COc1ccc(-c2cc(C(=O)N3CCN(c4cccc(C)c4C)CC3)c3ccccc3n2)cc1OC,?,/
CCOc1ccccc1OCC(=O)O,?,/
# (further entries)
SMILES,Lipid storage S3,Lipid storage S3 cell count max
O=S(=O)(/N=C(/NS(=O)(=O)c1ccccc1)c1ccccc1)c1ccccc1,?,/
Cc1cc(Cl)ccc1OCC(=O)NCC(c1cccs1)N1CCOCC1 (stereo not given),?,/
O=C(O)c1cn(Cc2cccnc2)c(=O)c2ccccc12,?,/
O=C(Nc1nnc(SCc2ccccc2)s1)c1cc2c(s1)CCCC2,?,/
Cc1cccc(NC(=O)CNC(=O)c2cc(C3CC3)nn2-c2ccccc2)c1C,?,/
O=C1c2ccccc2S(=O)(=O)c2cc(C(=O)N(c3ccccn3)c3ccccn3)ccc21,14%,1
Cc1ccc(OCc2nc(C#N)c(N3CCCCC3)o2)cc1,12%,16
CCCCOC(=O)CSc1nnc(-c2ccc(Cl)cc2Cl)o1,?,/
CCOC(=O)NC(Nc1sc2c(c1C(N)=O)CCCC2)(C(=O)OCC)C(F)(F)F (stereo not given),20%,13
O=C(NCc1ccc(F)cc1)C1CC(=O)N(CCc2ccccc2)C1 (stereo not given),i,16
O=C1CCC2CCCCC2(O)O1 (stereo not given),-4%,-13
CCN(C(=O)C12CC3CC(CC(C3)C1)C2)C1CCS(=O)(=O)C1 (stereo not given),?,/
CC(Sc1nc(-c2ccccc2)cs1)C(=O)Nc1ccc(Cl)cn1 (stereo not given),1%,4
S=C(Nc1ccc(-c2nc3ccccc3[nH]2)cc1)Nc1cccnc1,?,/
Clc1ccc(-n2nnc(-c3cccnc3Cl)n2)cn1,?,/
CC1=CC2=NC(=O)CC(C)(C(=O)N(CC(=O)NC(C)C)C3CCCC3)N2C=C1 (stereo not given),-13%,-16
O=S(=O)(c1ccc(Cl)cc1)c1cc(O)ccc1O,?,/
C=CCN(CC=C)S(=O)(=O)c1ccc2nc(NC(=O)C3CCCO3)sc2c1 (stereo not given),5%,12
COC(=O)[C@@]1(Cc2ccc(OC)cc2)[C@@H]2C(=CC(=O)[C@H]2CC(=O)C(=O)N2CCCC2)CN1C(=O)c1ccccc1,-2%,-5
CC(C)(C)NNC(=S)Nc1cccc(C(F)(F)F)c1,-5%,-14
CN(C(=O)CN1C(=O)/C(=C/c2ccccc2Cl)SC1=S)C1CCS(=O)(=O)C1 (stereo not given),?,/
O=C(O)c1cccnc1,6%,13
CCc1sc(C(=O)NCc2cc(C)n(C)n2)cc1Br,?,/
NC(=O)c1ncc(C(F)(F)F)cc1Oc1cccc(C(F)(F)F)c1,2%,/
CC(=O)NS(=O)(=O)c1ccc(NC(=O)CSc2ccc(C)cc2)cc1,-23%,-8

# 3 entries out of the list, ordered by heavy-atom count, high to low.
SMILES,Lipid storage S3,Lipid storage S3 cell count max
O=C1c2ccccc2S(=O)(=O)c2cc(C(=O)N(c3ccccn3)c3ccccn3)ccc21,14%,1
O=C(NCc1ccc(F)cc1)C1CC(=O)N(CCc2ccccc2)C1 (stereo not given),i,16
CCCCOC(=O)CSc1nnc(-c2ccc(Cl)cc2Cl)o1,?,/

# (more compounds)
SMILES,Lipid storage S3,Lipid storage S3 cell count max
CSc1nsc(SC)c1C(=O)NCCNS(=O)(=O)c1ccc(C)cc1,i,/
Cc1ncc(CO)c2cc(C(=O)Nc3ccccc3Cl)c(=Nc3cccc(C(N)=O)c3)oc12,?,/
CC1SC(C)C(=O)N(CC(=O)NC2CCCCC2)C1=O (stereo not given),?,/
O=C(C1CC(=O)N(c2ccccc2)C1)N1CCN(c2ccccc2)CC1 (stereo not given),?,/
COc1ccc(CCNCCN2CCOCC2)cc1,?,/
COc1ccccc1OC(C)C(=O)N1CC(=O)Nc2ccccc21 (stereo not given),?,/
CCN(CC)S(=O)(=O)c1cc(OC)c(C)cc1C,?,/
COc1cc(C(=O)NCCc2ccc(S(N)(=O)=O)cc2)cc(OC)c1OC,-7%,-1
CSc1nc(NCc2ccco2)c2ccccc2n1,?,/
COc1ccc(NCC(=O)N/N=C/C2CCCCC2)cc1,-3%,16
COc1ccccc1N(C)S(=O)(=O)c1ccc(C(=O)NC(C)(C)C)cc1,?,/
Cc1c(N=Nc2ccc(O)cc2)c(=O)n(-c2ccccc2)n1C,-13%,/
O=C(COC(=O)CCCN=C1NS(=O)(=O)c2ccccc21)NNC(=O)c1ccccc1,-18%,-17
CCC(Sc1nc2ccncc2[nH]1)C(=O)Nc1ccc(C)c(Cl)c1 (stereo not given),?,/
COc1ccc(-c2cc3nc(C)c(CCC(=O)N4CCN(c5ccccn5)CC4)c(C)n3n2)c(OC)c1,-3%,-15
CCC(Cc1ccccc1)NC(=O)CN1C(=O)CSc2ncccc21 (stereo not given),i,18
CC1(c2ccccc2)NC(=O)N(CC(=O)NC(=O)NC2CCCC2)C1=O (stereo not given),?,/
N#Cc1c(N2C(=O)Nc3ccccc3N2O)sc2c1CCCC2,5%,12
CC(C)OCCCNC(=O)c1cn(C)c2ccc(S(=O)(=O)N3CCCC3)cc2c1=O,?,/
O=C(c1cccc(S(=O)(=O)N2CCOCC2)c1)N1CCN(c2ccc(F)cc2)CC1,?,/
Cc1cc(C)cc(NC(=S)Nc2cccc3ccccc23)c1,-15%,19
Cc1ccccc1NS(=O)(=O)c1ccc(C(=O)NCC2CCCO2)cc1 (stereo not given),22%,6
COC(=O)c1oc2nc(C)cc(C)c2c1N,?,/
NC(=O)NC(c1ccccc1)c1ccccc1F (stereo not given),9%,21
O=c1nc2ccccn2c2ccc(S(=O)(=O)N3CCCCC3)cc12,i,-15

# 18 entries from above in another layout:
# Screens in order: Lipid storage S3	Lipid storage S3 cell count max
COc1cc(C(=O)NCCc2ccc(S(N)(=O)=O)cc2)cc(OC)c1OC
    -7%	-1
CSc1nc(NCc2ccco2)c2ccccc2n1
    ?	/
COc1ccc(NCC(=O)N/N=C/C2CCCCC2)cc1
    -3%	16
COc1ccccc1N(C)S(=O)(=O)c1ccc(C(=O)NC(C)(C)C)cc1
    ?	/
Cc1c(N=Nc2ccc(O)cc2)c(=O)n(-c2ccccc2)n1C
    -13%	/
O=C(COC(=O)CCCN=C1NS(=O)(=O)c2ccccc21)NNC(=O)c1ccccc1
    -18%	-17
CCC(Sc1nc2ccncc2[nH]1)C(=O)Nc1ccc(C)c(Cl)c1 (stereo not given)
    ?	/
COc1ccc(-c2cc3nc(C)c(CCC(=O)N4CCN(c5ccccn5)CC4)c(C)n3n2)c(OC)c1
    -3%	-15
CCC(Cc1ccccc1)NC(=O)CN1C(=O)CSc2ncccc21 (stereo not given)
    i	18
CC1(c2ccccc2)NC(=O)N(CC(=O)NC(=O)NC2CCCC2)C1=O (stereo not given)
    ?	/
N#Cc1c(N2C(=O)Nc3ccccc3N2O)sc2c1CCCC2
    5%	12
CC(C)OCCCNC(=O)c1cn(C)c2ccc(S(=O)(=O)N3CCCC3)cc2c1=O
    ?	/
O=C(c1cccc(S(=O)(=O)N2CCOCC2)c1)N1CCN(c2ccc(F)cc2)CC1
    ?	/
Cc1cc(C)cc(NC(=S)Nc2cccc3ccccc23)c1
    -15%	19
Cc1ccccc1NS(=O)(=O)c1ccc(C(=O)NCC2CCCO2)cc1 (stereo not given)
    22%	6
COC(=O)c1oc2nc(C)cc(C)c2c1N
    ?	/
NC(=O)NC(c1ccccc1)c1ccccc1F (stereo not given)
    9%	21
O=c1nc2ccccn2c2ccc(S(=O)(=O)N3CCCCC3)cc12
    i	-15

# Following part
SMILES,Lipid storage S3,Lipid storage S3 cell count max
COc1ccc(CNC(=O)C2CC(=O)N(C3CCCCC3)C2)cc1 (stereo not given),19%,/
Cc1cc(C)c(S(C)(=O)=O)c(Oc2ccc(C(C)(C)C)cc2)n1,4%,0
CCc1cccc2c(=O)c(C(=O)N3CCCCCC3)c[nH]c12,?,/
Nc1nc(Sc2c([N+](=O)[O-])cc(C(F)(F)F)cc2[N+](=O)[O-])n[nH]1,?,/
COc1ccc(Br)cc1C(=O)Nc1ccc(O)cc1,i,-13
Cc1cccc(CCN2C(Nc3ccccc3)=NC[C@@H]2C)c1,?,/
COc1ccc(/C=N/Nc2ncnc(Cl)c2N)cc1OC,8%,13
O=C(CSc1nnc(C2CC2)n1C1CC1)c1ccccc1F,?,/
Cc1ccc2[nH]c(C(=O)N3CCC(C(N)=O)CC3)cc2c1,-8%,-2
CC(C)(C)NC(=O)CN(Cc1cccs1)C(=O)c1csnn1,?,/
CC(C)(C)N=C1SCC(C)(/C=N/O)S1 (stereo not given),?,/
CCOc1ccc(-c2nc(C#N)c(NC3CC3)o2)cc1,?,/
Cc1ccc(C)c(NS(=O)(=O)c2c(C)ccc3nsnc23)c1,?,/
CCOc1ccc(NC(=O)/C(C#N)=C/c2ccc(N3CCCC3)c(C)c2)cc1,?,/
COC(=O)C1CN(C(=O)COc2ccc(C)cc2)c2ccccc2O1 (stereo not given),6%,7
CCC(=O)N(CC(=O)Nc1sc(C)c(C)c1C(N)=O)C1CCCCC1,i,/
Cc1ccc(Cn2c(NCCc3ccccc3)nc3c2c(=O)n(C)c(=O)n3C)cc1,?,/
c1ccc2c(N3CCCCC3)nc(N3CCCC3)nc2c1,i,/
O=C(NC1CCN(Cc2ccccc2)CC1)C12CC3CC(CC(C3)C1)C2,0%,-11
COc1ccc(OCC(=O)N2CCC(Cc3ccccc3)CC2)cc1,13%,27
Cc1ccccc1NC(=O)C1c2cccc[n+]2CC(=O)N1c1c(C)cccc1C (stereo not given),?,/
COc1c(Br)cc(Br)cc1/C=N/NC(=O)c1cccnc1,?,/
COc1ccc(C)cc1NC(=O)CN1CCN(c2ccc(F)cc2)CC1,-15%,-11
CCCCn1c(N)c(N(CC)C(=O)c2ccco2)c(=O)[nH]c1=O,?,/
Cc1ccc(S(=O)(=O)c2c(C)cc(C)nc2N2CCCC2)cc1,?,/
# The list goes on.
SMILES,Lipid storage S3,Lipid storage S3 cell count max
COc1cccc(N(CC(=O)NC(C)(C)C)C(=O)C2CSC(=O)C2)c1 (stereo not given),?,/
CN(c1c[nH]c(=O)[nH]c1=O)C1CCCCC1,?,/
COc1ccc2cc(-c3ccon3)ccc2c1,8%,-5
O=C(Nc1cccc2c1CCCC2)C1CCN(c2nnnn2-c2ccccc2)CC1,?,/
Cc1cc(-c2nnc(CCC(=O)N(CC3CC3)CC3CCCO3)o2)no1 (stereo not given),-13%,-11
Nc1ccc2nc(CCCO)[nH]c2c1,-6%,-8
CC(C)(C)c1ccc(S(=O)(=O)NCc2ccccn2)cc1,?,/
COc1ccc(N(CC(=O)N2CCN(C)CC2)S(=O)(=O)c2ccccc2)cc1OC,-1%,-5
CC1(C)COC2(OC1)C(=O)Nc1ccccc12,i,-12
CC1(C)Cc2cccc(OCC(=O)OCc3nnc(-c4ccc([N+](=O)[O-])cc4)o3)c2O1,?,/
Cc1cc(C)c(C)c(C(=O)c2ccccc2C(=O)O)c1C,?,/
CC(C)NC(=O)c1ccccc1NC(=O)c1ccccc1N(C)S(C)(=O)=O,-14%,3
Cc1cc(=O)[nH]c(Nc2ccc(Cl)cc2)n1,i,-7
COc1ccc(/C=N/NC(=O)c2ccccc2NC(=O)c2ccco2)c(OC)c1,23%,14
CC(CC(=O)N1CCN(c2ccccc2)CC1)S(=O)(=O)c1ccc2c(c1)NC(=O)CO2 (stereo not given),?,/
Cn1cc(CNCc2ccc(OC(F)(F)F)cc2)c(-c2ccc3c(c2)OCCO3)n1,?,/
CC1=Nn2c(nnc2-c2ccccc2)SC1,?,/

# These rows are one share of the data; count on the stated rates, not on these rows.
